Screening data as filed in PubChem BioAssay.
L929 necroptosis: inhibitors of zVAD-triggered necroptosis, primary screen, L929 cells | actives 0.38% (n = 220,000) | L929 zVAD necroptosis rescue, ATP luminescence, 24 h; with zVAD 60 µM | viability rescue, % at 10 µM;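 active = activation, scaled between plate controls, above about 75%, limit read from the data; inactive = activation under that limit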;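 also: 0% = zVAD with DMSO and 100% = DMSO alone without zVAD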
Hck Nef HTS: inhibitors of Nef-activated human Hck kinase, primary screen, biochemical, Z-Lyte FRET, 384-well, Hck-YEEI | Recombinant Hck-YEEI plus Nef, Z-Lyte FRET kinase assay | inhibition, % at 20 µM | actives 0.68% (n = 220,000);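 active = Hck-Nef kinase inhibition above about 50%, limit read from the data; inactive = inhibition below that limit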;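 also: 0% = DMSO with Hck plus Nef and 100% = Hck alone without Nef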
14-3-3 Bad inh: inhibitors of 14-3-3 zeta/Bad binding, primary screen, biochemical, TR-FRET, bovine 14-3-3 zeta; inhibition, % at 21.7 µM; actives 0.71% (n = 220,000); 14-3-3 protein zeta/delta (Bos taurus), P63103; TR-FRET 14-3-3zeta/Dy647-pBad peptide displacement, 1 h;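 active = inhibition above about 70%, limit read from the data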;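 also: 0% = full 14-3-3 plus peptide FRET controls and 100% = background without 14-3-3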
Target sequence (P63103 whole entry, looked up): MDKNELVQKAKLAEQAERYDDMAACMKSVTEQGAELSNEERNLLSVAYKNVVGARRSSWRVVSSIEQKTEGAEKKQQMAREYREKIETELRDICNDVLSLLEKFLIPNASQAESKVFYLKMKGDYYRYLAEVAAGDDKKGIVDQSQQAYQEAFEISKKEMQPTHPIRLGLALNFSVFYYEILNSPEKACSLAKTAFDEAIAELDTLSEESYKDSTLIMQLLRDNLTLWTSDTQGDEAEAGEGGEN
TbHK1 inh: Trypanosoma brucei hexokinase 1 inhibitors, primary screen, biochemical, G6PDH-coupled NADH absorbance, MLSCN library; hexokinase 1 [Trypanosoma brucei]; recombinant TbHK1, G6PDH-coupled NADH A340; inhibition, % at 10 µM; actives 0.11% (n = 220,000);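 active = inhibition of 50% or more in the single-dose primary screen; inactive = inhibition below 50%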
Calpain2 inh: inhibitors of pig calpain II, primary screen, biochemical, fluorogenic peptide substrate, 1536-well; purified calpain II, 30 min; inhibition, % at 16 µM; actives 0.37% (n = 220,000);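 active = inhibition above about 50%, limit read from the data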
EP2 mod: EP2 receptor modulators, cAMP readout, primary screen, cell-based, HTRF cAMP, PGE2 stimulation | Prostaglandin E2 receptor EP2 subtype (Homo sapiens), P43116 | EP2-expressing cells, cAMP HTRF FRET, PGE2 co-stimulation | induction, % at 25 µM | actives 0.83% (n = 260,000);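 active = compounds whose cAMP rise, as percent of the full-agonist control response, exceeds 60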;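 also: rat C6 glioma line stably carrying human EP2 under a CMV promoter; the protocol text gives 20 µM as final concentration; 100% = response of wells given 1 µM PGE2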
Target sequence (P43116 whole entry, looked up): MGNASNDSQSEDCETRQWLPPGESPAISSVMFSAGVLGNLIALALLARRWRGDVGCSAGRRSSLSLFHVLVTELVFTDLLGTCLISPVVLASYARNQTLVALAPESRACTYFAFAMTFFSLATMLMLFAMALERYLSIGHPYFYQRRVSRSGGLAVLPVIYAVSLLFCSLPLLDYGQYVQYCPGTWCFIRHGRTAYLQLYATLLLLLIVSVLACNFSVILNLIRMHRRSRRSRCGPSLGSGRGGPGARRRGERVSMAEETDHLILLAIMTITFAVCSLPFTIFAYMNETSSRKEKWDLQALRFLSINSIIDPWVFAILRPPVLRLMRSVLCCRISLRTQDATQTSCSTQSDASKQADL
Rad51 HR inh: human RAD51 strand exchange inhibitors, primary screen, biochemical, fluorescence | actives 0.085% (n = 200,000) | hRad51 DNA strand exchange, fluorescence dequenching | DNA repair protein RAD51 homolog 1 (Homo sapiens), Q06609 | inhibition, % at 10 µM | AID 1385, 2008;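 active = inhibition above 40% at the single screening dose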;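 also: 0% = DMSO control wells and 100% = blanks with heterologous ssDNA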
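Material: human Rad51–ssDNA filaments; Probe or stimulus: labelled 47-mer dsDNA for strand exchange; Doses: single 10 µM dose; Incubation: 37 °C 15-min filament assembly, 30-min compound preincubation, 15-min exchange; Technique: FRET fluorescence dequenching, excitation 485 nm, emission 520 nm; Measure: Fluorescence-based percent inhibition, control- and blank-normalised; Benchmarks: plate control and blank wells.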
eIF4E-4G inh: eIF4E–eIF4G protein interaction inhibitors, primary screen, biochemical, uHTS, TR-FRET, eIF4GI fragment. actives 0.37% (n = 220,000). inhibition, % at 21.7 µM. TR-FRET eIF4E-eIF4GI(517-606) binding, 2 h. AID 782, 2007;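 active = inhibition above about 30%, limit read from the data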;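 also: 0% = full FRET control wells and 100% = background wells lacking eIF4GI fragment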
EP2 antag: human EP2 receptor antagonists, primary screen, TR-FRET cAMP, C6 glioma cells; C6 glioma cells expressing human EP2; cells stimulated with saturating PGE2; inhibition, % at 25 µM; actives 0.52% (n = 260,000); AID 1422, 2008;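 active = percent inhibition above 40 after rounding to a whole number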;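 also: rat C6 glioma host cells with rolipram phosphodiesterase inhibitor present; the protocol text gives 20 µM as final concentration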
* hit, by the source's call; x = no result given; & = joins results of further samples; [ ] = remark or other dose.

Values run as follows: L929 necroptosis, Hck Nef HTS, 14-3-3 Bad inh, TbHK1 inh, Calpain2 inh, EP2 mod, Rad51 HR inh, eIF4E-4G inh, EP2 antag
COc1ccccc1NC(=O)c1c(Nc2ccccc2F)sc(C(=O)Nc2cccc(Cl)c2)c1N
    0.6, 2, -6[fluorescence artefact?], -8, -21, -10, 11, 10[fluorescence artefact?], 1
CCn1c(=O)n(CC(=O)N(C)Cc2ccccc2)c(=O)c2ccccc21
    -0.8, 7, 0[fluorescence artefact?], 6, 0, 22, -7, 0[fluorescence artefact?], 9
Fc1ccccc1/C=C/c1ccc2ccccc2n1
    0.7, 2, -4, -12, 4, 11, 1, 23[fluorescence artefact?], 5
COc1c(C)cc(S(=O)(=O)NC2CC(C)(C)NC(C)(C)C2)c(C)c1C
    -0.2, 5, 3, 7, 0, -15, 4, 5, 7
COC(=O)C1=C(C)NC(=S)NC1c1ccco1 (stereo not given)
    0.1, 15, -11, -5, -11, 14, 5, -2, 14
O=C(NCc1ccc2c(c1)OCO2)C1CCN(S(=O)(=O)c2cccs2)CC1
    -0.2, 1, -8, 1, 3, 7, -3, 4, 8
O=C(NC1CCCC1)C(c1ccncc1)N(C(=O)c1csnn1)C1CCCC1 (stereo not given)
    3.0, 13, -11, 3, -2, 28, 10, -4, -3
COCCOc1cc(N)c(Cl)cc1Cl
    1.1, 29, -14, -4, -11, -10, -4, 3, 14
COc1ccc(/C=N/NC(=O)c2ccc(Cn3cc([N+](=O)[O-])cn3)o2)cc1O
    0.2, 6, -4[fluorescence artefact?], -52, 1, -53, -10, 3[fluorescence artefact?], 10
CCOC(=O)C1(Cc2cccc(OC)c2)CCN(Cc2cnc(C)s2)CC1
    0.0, -1, -13, 3, -2, 9, 22, 1, 5
O=C1C2C3C=CC(C3=C(c3ccccc3)c3ccccc3)C2C(=O)N1Cc1ccccc1 (stereo not given)
    -0.6, 3, 16, -7, 1, 24, -4, 2, 19
CN(C)C(=O)Oc1ccc[n+](C)c1
    2.5, -2, 1, 1, 22, 23&-1&11, -1, -2, 13&14&12
Cc1cc(C)n(C2CC(=O)N(c3cc(Cl)cc(Cl)c3)C2=O)n1 (stereo not given)
    1.2, -1, 4, -1, 0, 15, 5, 7, 1
O=C(NCCCCCNC(=O)c1ccccn1)c1ccccn1
    4.8, 18, -3, 1, 27, -24, -2, 0, 11
COc1cccc(NC(=O)c2oc3ccccc3c2NC(C)=O)c1
    -0.4, -2, -8, -9, -11, 35, 112*, -5, 4
COc1ccc(N(CC(=O)NCc2ccco2)S(C)(=O)=O)c(OC)c1
    7.0, 19, -17, 1, -30, 18, -2, -2, 6
S=c1[nH]nc(C2CC2c2ccc(Cl)cc2)n1-c1ccc(Cl)cc1 (stereo not given)
    0.3, 9, 12[fluorescence artefact?], 2, 13, 36, -27, 9[fluorescence artefact?], 6
Cc1nn(CC(=O)Nc2nc3ccccc3s2)c(C)c1[N+](=O)[O-]
    0.7, -1, 7, -3, 21, -12, x, -1, 10
COC(C[C@@H](O)[C@H](C)[C@@H](O)COCc1ccccc1)OC
    -0.7, 24, 2, -6, 27, 12, 0, -1, 3
O=C(NCc1ccccc1C(F)(F)F)C1CC(c2ccccc2[N+](=O)[O-])=NO1 (stereo not given)
    0.0, 0, 3, -5, 12, -13, 8, 3, 5
CCn1c(Cc2ccccc2)nnc1SCC(=O)Nc1ccccc1F
    3.3, 20, -8, 3, -12, -3, 17, 2, 7
OC(COCc1ccco1)CN1CCN(c2ccccc2)CC1 (stereo not given)
    0.2, 5, 16[fluorescence artefact?], -6, -7, 32, 3, -4, 11
COC(=O)CSc1ccc2nnc(-c3ccc(OC)c(OC)c3)n2n1
    1.1, 22, 6, -9, -27, -4, 2, -4, 16
Cc1cccc(N2CCN(C(=O)C3CCCCC3)CC2)c1C
    3.2, 1, -2, 3, -1, 50, 1, 4, 6
CN(CC(=O)Nc1ccc(Cl)cc1)CC(=O)Nc1ccc(F)c(F)c1F
    1.4, 0, -3, -5, 18, -11, -2, 2, 9
Cc1cccnc1Nc1nc(-c2ccccn2)cs1
    -2.0, -1, -14[fluorescence artefact?], -1, 23, -11, -6, 10[fluorescence artefact?], 27
Nc1ncnc2nc(SCCc3ccccc3)[nH]c12
    14, 2, -2, -2, -16, -4, -3, 1, 8
COc1ccnc(Oc2ccc(F)cc2)c1C(=O)N/C=N/OCc1ccccc1
    0.0, 30, -5, 0, 2, 13, -4, 3, 4
Cc1ccc(S(=O)(=O)NC(CC(C)C)C(=O)Nc2nccs2)cc1 (stereo not given)
    1.3, -2, -1, 3, -5, 5, 4, 3, 6
CC(=O)N1c2ccccc2C(CBr)=CC1(C)C
    -2.1, 2, -2, -7, -18, -27, 8, 0, 1
Cc1c(CN(C)C)c2c(n1Cc1ccccc1)C(=O)c1ccc(Br)cc1-2
    -0.2, -1, -5[fluorescence artefact?], -3, 16, 21, 18, -4, 7
CC(=O)NS(=O)(=O)c1ccc(NS(=O)(=O)c2ccccc2[N+](=O)[O-])cc1
    0.0, 3, 6, -8, -25, 9, 15, -8, 11
CCN(CC)S(=O)(=O)c1cccc(NC(=O)CN2C(=O)c3ccc([N+](=O)[O-])cc3C2=O)c1
    2.6, 3, 2, -2, 4, -2, -6, 6, 6
COc1ccccc1NC(=O)C1=C(C)Nc2nnnn2C1c1cc(Br)ccc1OC (stereo not given)
    -0.2, 3, 15, -9, 6, -12, -6, 9, 7
CCc1ccccc1Nc1nc(N)nc(CSc2nnc3ccccn23)n1
    2.0, 15, -12, -1, -8, 15, 4, 0, 0
COc1ccc(CCNC(=O)C2CCN(S(=O)(=O)c3c(C)noc3C)CC2)cc1OC
    0.4, 1, 7[fluorescence artefact?], -4, -22, -31, 3, -3, 11
COc1ccc(NS(=O)(=O)c2cc(NC(=O)C3CCCO3)ccc2N2CCCC2)cc1 (stereo not given)
    1.4, -1, -3, -2, -5, -21, 11, 0, 5
Cc1csc(NC(=O)CCn2c(=O)oc3ccccc32)n1
    -0.3, 7, 11, 0, 11, 17, 4, 1, 10
COC(=O)c1cc(COC(=O)c2cccnc2SC)oc1C
    -0.6, 1, -1, 1, 30, 3, 6, -3, 12
CCC(NC(=O)Nn1cnnc1)(C(F)(F)F)C(F)(F)F
    0.1, 0, 12, -1, 8, 7, 2, -1, 8
COc1ccc(C(=O)NCC(=O)NCC2(N(C)C)CCCCC2)cc1OC
    0.3, 3, 2, -2, 12, 55, 5, -4, 8
C=CCn1c(-c2ccccc2)nc2nc3ccccc3nc21
    -0.1, 3, -13[fluorescence artefact?], -40, -320, 28, 3, 1, 8
O=c1ccc(NS(=O)(=O)c2ccc(Cl)cc2)cn1Cc1ccc(Cl)c(Cl)c1
    0.3, 4, -13, 1, -61, 22, -3, 1, 13
COc1ccc(Cn2nc(-c3ccccc3)c(N3CCCCC3)cc2=O)cc1
    0.3, 18, 4, -3, 72*, 56, 0, 5, 4
CN1CCN(CCNC(=O)c2cn(Cc3ccccc3F)nn2)CC1
    0.4, 10, -5, 7, 15, -7, -7, 4, 8
Cc1cc(NC(=O)CCC(=O)N(CC(=O)NC2CCCC2)Cc2ccc(F)cc2)no1
    0.3, 0, -12, 3, -6, 5, 2, 5, 10
CC(=O)Nc1c(NCC(C)C)c2ccccc2oc1=O
    0.2, 1, -8, -3, 8, 11, -2, -4, 8
CC(C)CSc1nnc(N)s1
    0.7, -14, -2[fluorescence artefact?], -7, -18, 14, -7, -4[fluorescence artefact?], 7
COc1cc(NC(=S)N2CCCC(C)C2)c(OC)cc1Cl (stereo not given)
    -1.9, 26, -3, -3, 20, -10, -1, 2, 9
Cc1nc([N+](=O)[O-])c(NCCO)n1Cc1ccccc1
    0.7, -11, -9, -8, 1, 20, 3, 2, 3
Cc1ccccc1S(=O)(=O)NC1OC(=O)C(Cl)=C1Cl (stereo not given)
    -0.5, 1, 10, 3, -11, 9, 9, -9, 4
Cc1ccccc1C(=O)N/N=C/c1ccncc1
    0.0, 0, -4, -8, -12, 12, -4, 8, 1
COc1ccc(NC(=O)c2ccc(COc3ccccc3OC)o2)cc1OC
    0.0, 1, 1, -2, 2, -39, -9, 8, 8
O=C(CSc1nc(-c2ccc(F)cc2)cs1)NC(=O)NCc1ccco1
    3.2, 0, -2, 0, -81, -27, -3, -3, 11
Cc1ccc(C(=O)NNC2CC(=O)N(c3ccc4c(c3)OCCO4)C2=O)cc1 (stereo not given)
    0.2, -19, 6, 9, 11, 8, -14, 2, 7

An excerpt. The share of hits here may be higher or lower than overall.
